Source: PubChem BioAssay
CHRM1 PAM – human CHRM1 positive allosteric modulation; CHO-K1 hM1, Fluo-8 calcium fluorescence, ACh EC20; 0% = ACh EC20, 100% = maximal ACh; activation, % at 3 µM; hit rate 0.088% among 360,000; in the data active = activation above about 19%, passing the limit was not always enough
Target sequence (P11229 whole entry, looked up): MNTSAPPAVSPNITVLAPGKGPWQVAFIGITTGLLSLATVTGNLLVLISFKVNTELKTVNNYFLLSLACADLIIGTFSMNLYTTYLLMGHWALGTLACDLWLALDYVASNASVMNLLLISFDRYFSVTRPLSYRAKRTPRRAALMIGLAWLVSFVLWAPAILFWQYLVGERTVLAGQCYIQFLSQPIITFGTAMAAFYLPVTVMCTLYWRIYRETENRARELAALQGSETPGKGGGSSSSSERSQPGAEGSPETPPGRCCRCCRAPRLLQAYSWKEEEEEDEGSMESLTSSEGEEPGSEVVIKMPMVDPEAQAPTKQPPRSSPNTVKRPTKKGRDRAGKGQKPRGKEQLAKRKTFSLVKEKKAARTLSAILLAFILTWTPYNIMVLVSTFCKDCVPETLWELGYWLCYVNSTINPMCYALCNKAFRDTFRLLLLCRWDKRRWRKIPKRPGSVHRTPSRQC
TAAR1 ag – agonists of human TAAR1; Q96RJ0; CHO RD-HGA16 TAAR1, Fluo-8 calcium fluorescence; vehicle wells 0%, saturating PEA agonist 100%; activation, % at 3 µM; hit rate 0.99% among 360,000;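 active = activation above the mean activation of all test compounds in the run plus 3 SD, cut at about 38% in these data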
Target sequence (Q96RJ0 whole entry, looked up): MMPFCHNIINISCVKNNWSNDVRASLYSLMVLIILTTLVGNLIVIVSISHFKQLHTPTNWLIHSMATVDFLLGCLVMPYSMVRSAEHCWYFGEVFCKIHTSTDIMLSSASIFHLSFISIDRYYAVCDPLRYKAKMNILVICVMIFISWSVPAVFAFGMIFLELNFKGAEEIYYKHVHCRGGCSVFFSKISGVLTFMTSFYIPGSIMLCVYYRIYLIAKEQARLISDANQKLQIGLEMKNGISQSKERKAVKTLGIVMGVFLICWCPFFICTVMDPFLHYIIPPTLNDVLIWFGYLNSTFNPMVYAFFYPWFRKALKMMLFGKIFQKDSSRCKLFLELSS
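System: CHO-derived RD-HGA16 cells with stable Gα16 and human TAAR1 / Times: 17-24 h plating, Fluo-8 75 min 37 °C, 30 min RT / Technique: calcium-sensitive Fluo-8 signal, excitation 470-495, emission 515-575 nm / Measure: % activation relative to PEA EC100 response / Benchmarks: DMSO and PEA EC100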
TAAR1 antagonist – human TAAR1 antagonism; Q96RJ0; CHO RD-HGA16 TAAR1, Fluo-8 calcium fluorescence, antagonist; inhibition, % at 3 µM; hit rate 1.5% among 360,000; AID 624466;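 active = inhibition above a per-plate cutoff, the mean inhibition of test compounds on that plate plus 3 SD, cut at about 49% in these data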;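 also: 0% = DMSO plus EC80 beta-PEA response and 100% = DMSO alone without agonist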
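Material: CHO RD-HGA16 cells bearing hTAAR1; compound dosing: one-point dosing, 3 µM nominal final; schedule: dye loading 75 min at 37 °C, then 30 min room temperature; measured by: calcium fluorescence with Fluo-8; control set: vehicle and agonist controls; replication: n of 1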
CHO-K1 Ca ag – nonselective activator or artifact in parental CHO-K1 cells; Fluo-8 calcium fluorescence; scaled to maximal ATP response, vehicle zero; activation, % at 3 µM; hit rate 0.48% among 360,000; AID 602248; in the data active = activation above about 15%;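 also: untransfected CHO-K1 host cells lacking M1 receptor as counterscreen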
CHO-K1 Ca PAM – nonselective activator or artifact in parental CHO-K1 calcium assay. ATP EC20, Fluo-8 calcium fluorescence; 0% at ATP EC20, 100% at ATP max. activation, % at 3 µM. hit rate 0.02% among 360,000. AID 602247;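 active = activation above the run cutoff, the mean activation of all test compounds plus 3 SD, cut at about 40% in these data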;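 also: peak over basal fluorescence ratio in a 140 s read after ATP addition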
CHO parental Ca – signal in parental CHO cells, OX1R antagonist counter-screen | parental CHO-K1, ATP-induced calcium, Fluo-8 fluorescence | inhibition, % at 5.6 µM | hit rate 0.63% among 330,000 | AID 463079;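 active = inhibition above that plate's mean sample inhibition plus 3 SD, cut at about 26% in these data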;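 also: 0% = ATP-challenged DMSO wells and 100% = DMSO wells without ATP; some compounds past the cut are filed as inactive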
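Material – parental CHO cells · Reagent – ATP stimulus · Compound – single nominal dose of 5.6 µM per compound · Detection – Fluo-8 fluorescence · Read-out basis – percent inhibition of calcium signal · Controls – ATP-challenged DMSO wells low, unchallenged DMSO wells high · Repeats – no replicates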
M1 ag – activates human CHRM1 receptor; CHO-K1 hM1, Fluo-8 calcium fluorescence, agonist mode; 0% DMSO, 100% acetylcholine EC100; activation, % at 3 µM; hit rate 0.33% among 360,000;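 active = activation above the run's mean compound activation plus 3 SD, cut at about 16% in these data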;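 also: peak over basal fluorescence ratio within a 140 s kinetic read after compound addition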
M1 antag – human CHRM1 antagonism. P11229. CHO-K1 hM1, Fluo-8 calcium fluorescence, ACh EC80 antagonist. inhibition, % at 3 µM. hit rate 1.3% among 360,000;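 active = percent inhibition above its own plate's cutoff, namely the mean of that plate's compound wells plus 3 SD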;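 also: peak over basal fluorescence ratio during 140 s after agonist addition; 0% = ACh EC80 plus DMSO and 100% = DMSO alone without agonist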
CHO-K1 Ca antag – counter-screen for M1 antagonists: effect in parental CHO-K1 cells | ATP-induced calcium, Fluo-8 fluorescence | inhibition, % at 3 µM | hit rate 0.6% among 360,000;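 active = inhibition above a per-plate cutoff, the plate's mean sample inhibition plus 3 SD, cut at about 24% in these data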;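 also: 0% = DMSO plus EC80 ATP and 100% = DMSO alone without ATP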
* marks the source's active call; other numbers are inactive results; . = not tested or not shown. Compounds were not picked by outcome. About 4.4% of those tested had a hit in this group.

SMILES	CHRM1 PAM	TAAR1 ag	TAAR1 antagonist	CHO-K1 Ca ag	CHO-K1 Ca PAM	CHO parental Ca	M1 ag	M1 antag	CHO-K1 Ca antag
COc1ccccc1-n1cc(C(=O)c2cc(Cl)ccc2O)cc(C#N)c1=O	-7	8	-4	1.6	-5	-11	-5	1	14
COc1ccc(OC)c2[nH]c(=O)c(CCNC(=O)c3ccc(S(=O)(=O)N(C)C)cc3)cc12	0	5	-14	0.5	-5	-20	-3	3	1
CCc1ccc(C(=O)Nc2ccc(C)c(NS(C)(=O)=O)c2)cc1	16	0	-15	0.3	15	-4	-2	-28	-12
O=C(NC(NCCCN1CCOCC1)(C(F)(F)F)C(F)(F)F)C1CCCCC1	8	0	3	0.4	10	-11	1	-9	-5
O=C(O)CSc1ccc(Oc2ccc(SCC(=O)O)cc2)cc1	9	2	14	1.0	25	-9	-4	-5	0
CCCc1cc(-c2n[nH]c(=S)n2CC)c2ccccc2n1	3	.	.	-0.5	10	-38	-5	-10	0
COc1ccc(CC(=O)Nc2nc(-c3cccnc3)cs2)cc1	-1	4	-6	0.8	5	5	-4	11	4
COc1ccc(Cc2nnc3c4cnn(C)c4ncn23)cc1	5	5	13	0.9	25	-5	-6	-9	-24
COC(=O)C/C=N/N=C1/NC(=O)/C(=C/C(=O)O)S1	1	3	-12	0.4	10	-12	-1	-3	-4
CC1(C)NC(=O)N(CC(=O)OCC(=O)c2ccc(F)cc2)C1=O	16	2	-30	0.5	28	2	0	-20	-3
COc1cc(C(=O)Nc2nc(-c3cc(C)ccc3C)c(C)s2)ccc1OCC(=O)Nc1ccc(F)cc1	-7	1	26	-0.2	-10	-13	-9	17	17
CCCCNc1nc(-c2ccccc2)c(C(=O)OCC)cc1C#N	-2	10	31	-0.4	4	-34	-4	-4	1
Cc1ccc(C)c(NC(=O)C[n+]2ccccc2)c1	18	0	-17	0.2	14	-8	-5	-14	-14
CCc1nc(SCC(=O)Nc2ccc3c(c2)OCCO3)c2oc3ccccc3c2n1	8	10	-8	-0.1	0	-16	-2	-9	5
O=C(NCCCn1ccnc1)c1ccc(OCC(F)(F)F)cc1	4	0	-13	2.8	-4	-1	-8	1	-15
COc1cccc(CNc2nn[nH]n2)c1OC	2	12	-14	0.4	15	-10	-2	-7	-12
Cc1ccc(S(=O)(=O)Cn2nnnc2CN2CCCC3(CCCCC3)C2)cc1	-2	3	20	0.3	16	-24	-8	-8	-13
Cc1ccc(-c2n[nH]c(=S)n2/N=C/c2ccncc2)cc1	5	-1	2	-0.3	-1	-2	-7	1	-2
CC1(C)OC(=O)C2=C(C[C@@H](C3CCCCC3)O[C@H]2c2ccccc2)O1	.	-1	7	0.5	29	.	.	.	-22
CN(CC(=O)Nc1cccc(S(=O)(=O)N2CCCCC2)c1)Cc1ccc(F)cc1	-13	5	30	7.5	13	9	-1	12	-22
Cc1ccc(S(=O)(=O)N(C)c2ccc(OCC(=O)OCc3nnc(-c4ccccc4)o3)cc2)cc1	8	2	23	0.6	21	.	-2	1	-12
CCCCCCCCn1c(N2CCN(c3cccc(Cl)c3)CC2)nc2c1c(=O)[nH]c(=O)n2C	2	4	-3	0.1	6	6	-2	4	-2
COc1ccc(NC(=O)c2ccc(NC(=O)CN(C)CC(=O)Nc3c(C)cccc3C)cc2)cc1	1	2	-13	2.5	-3	-25	-4	1	-3
Cc1c(C)c2ccc(O[C@@H]3O[C@H](CO)[C@H](O)[C@H](O)[C@H]3O)cc2oc1=O	-8	-1	5	6.8	12	.	-6	19	3
C/C(=N\Nc1nc(C)cc(C)n1)c1ccc(C)o1	7	0	10	0.8	21	-3	-6	-9	-7
CC1(OC(=O)CCc2ccccc2)C(=O)C=C2C=C(c3ccc(C#N)cc3)N(C(CO)CO)C=C2C1=O (stereo not drawn)	0	9	0	0.8	7	-6	-2	4	-9
COC(=O)CSc1nc(N)c(C#N)c(-c2ccco2)c1C#N	0	8	-5	2.2	9	-13	-7	-11	6
Cc1ccc(C(=O)n2nc(-n3cccc3)c3c(C)cc(C)nc32)cc1	4	17	2	0.7	15	.	-6	-3	-15
COc1cccc(CNS(=O)(=O)c2cc3c(cc2C)n(C)c(=O)c(=O)n3C)c1	1	2	-4	0.1	-1	-4	-2	-11	2
Cc1c(NS(=O)(=O)c2ccc3[nH]c(=O)[nH]c3c2)c(=O)n(-c2ccccc2)n1C	5	1	6	-0.2	10	-4	-3	-6	-10
COc1ccc(NC(=O)CSC2=NCCN2)cc1	1	11	-33	1.3	24	16	8	6	-17
Cc1nc(N)nc(Nc2ccc(Cl)cc2)c1Br	11	9	-17	1.0	-1	-25	0	-2	-7
COc1ccc(-n2c(SCC(=O)OC(C)C)nnc2-c2ccccn2)cc1	14	7	5	0.7	16	-13	-4	-8	-7
O=C(Nc1cc(F)ccc1F)c1ccc(-n2cncn2)c([N+](=O)[O-])c1	15	2	-33	1.3	-9	-6	7	-18	-3
Cc1ccc(S(=O)(=O)N(C)C)cc1NC(=O)c1ccc(-n2cncn2)c([N+](=O)[O-])c1	5	-1	-15	1.4	21	-9	-5	-10	-16
COc1ccc(C(=O)Nc2ccccc2Cc2ccccc2)c(OC)c1	-6	1	11	0.8	52*	-19	-6	2	-23
Cn1c(=O)c2c(nc(OCc3ccccc3)n2C)n(C)c1=O	8	0	5	0.0	14	-9	0	-10	1
COC(=O)C1=C(C)NC(=O)NC1c1ccc([N+](=O)[O-])o1 (stereo not drawn)	2	3	10	0.3	11	-13	-4	-5	5
CCNc1c(NC(=O)c2ccc3c(c2)OCO3)c(=O)oc2ccccc12	-2	2	10	0.9	-1	-8	0	14	0
COC(=O)[C@H](C)NC(=O)Nc1ccc(OC)c(OC)c1	14	1	29	0.4	16	6	-3	-20	-19
Cc1ccc(-c2oc3ccccc3c(=O)c2OCC(=O)O)cc1	10	1	19	0.5	19	-13	-3	-9	-6
Cc1ccc(-c2nnnn2C2C/C(=N\NC(N)=S)C3OCC2O3)cc1 (stereo not drawn)	6	3	2	0.0	13	-10	-1	-6	-10
O=S(=O)(c1ccccc1)N1CCN=C1SCc1ccccc1Cl	-23	0	5	-0.2	26	-7	-9	-4	-14
CCOC(=O)C1=C(C)N=C2SCCC(=O)N2C1c1cc(Br)ccc1OC (stereo not drawn)	-3	1	-20	-0.3	-5	-20	-2	8	12
COCCn1nnnc1C(c1cccs1)N1CCN(c2ccccc2)CC1 (stereo not drawn)	10	0	2	1.4	10	-9	-3	-16	-23
O=C(NCCCN1CCN(CCCNC(=O)c2cc([N+](=O)[O-])ccc2Cl)CC1)c1cc([N+](=O)[O-])ccc1Cl	1	1	-12	0.3	24	1	-7	-2	-12
O=C(N/N=C/c1ccco1)c1cc(-c2ccc(Cl)cc2)n[nH]1	2	11	3	1.7	10	-17	-1	-11	-4
COc1ccc(C(C(=O)NC2CCCCC2)N(C(=O)c2snc(C(N)=O)c2N)c2ccccc2OC)cc1 (stereo not drawn)	-4	3	47	0.0	2	-14	-8	-4	-13
Cc1ccc(C)c(NC(=O)CN(C)C(C)C(=O)N2CCCC2)c1 (stereo not drawn)	21	3	-1	0.2	-9	-7	5	-10	-12
O=Cc1[nH]c2ccccc2c1N(C(=O)CCl)c1ccc([N+](=O)[O-])cc1	10	56*	52*	14	16	14	7	-3	-2
Cc1cccc(N(CC(=O)NCc2ccco2)C(=O)CCC(=O)Nc2ccccn2)c1	0	7	-8	0.5	15	.	-2	-1	-5
Cc1cc(C)cc(N(CC(=O)Nc2cccc(C)n2)S(=O)(=O)c2c(C)noc2C)c1	-14	-3	26	0.1	4	-16	-9	14	-8
Cc1cc(C(=O)Nc2ccc(Br)cc2F)n(-c2ccccc2)n1	10	-3	3	2.4	14	-21	-5	-8	-7
O=C(NCc1ccccn1)Nc1ccc(F)cc1	0	16	0	0.7	8	5	-3	4	-3
COC(=O)c1cc2ccsc2n1CC(=O)NCC1CCCO1 (stereo not drawn)	8	13	-7	2.6	-14	3	0	-34	-4
CN(C(=S)Nc1ccccc1F)C1(c2ccccc2Cl)CCCCC1=O (stereo not drawn)	5	6	-1	0.7	18	-19	-6	-7	0
CCOC(=O)Cc1csc(SCC(=O)NC2CCS(=O)(=O)C2)n1 (stereo not drawn)	8	3	-15	0.7	8	-7	-3	-9	-12
Fc1cccc(CN2CCN(Cc3nc(-c4cnccn4)no3)CC2)c1	6	2	-3	1.0	-3	-13	-6	0	-3
CCN1C[C@@H]2[C@@H]3C(=O)N(Cc4ccccc4)C(=O)[C@@H]3[C@](Cc3ccccc3)(C1=O)N2C(=O)c1ccccc1	0	1	6	-0.3	8	.	-2	-4	-4
O=C(CCCOc1ccc(Br)cc1)NNC(=O)c1ccncc1	7	20	-38	2.3	10	-10	1	-10	-5
(next part)
SMILES	CHRM1 PAM	TAAR1 ag	TAAR1 antagonist	CHO-K1 Ca ag	CHO-K1 Ca PAM	CHO parental Ca	M1 ag	M1 antag	CHO-K1 Ca antag
CSc1ccc(/C=C/C(=O)c2ccc(NC(=O)C(C)C)cc2)cc1	8	7	22	0.4	5	-19	0	-4	2
COc1ccc(CNC(=O)C2=CC(c3ccc(OC)c(OC)c3)=NS(=O)(=O)N2C)cc1	0	3	-9	2.6	16	-4	-3	-7	-3
Cc1ccc(CN2CCN(Cc3c[nH]c4ccccc34)CC2CCO)o1 (stereo not drawn)	7	4	-7	0.2	16	-23	-13	-7	-1
COc1ccc(CCC(=O)N2CCCC(Nc3ccc(OC)cc3)C2)cc1 (stereo not drawn)	-1	0	-8	-0.3	22	-18	-3	-2	-7
CN(C)CCOC(=O)C12CC3CC(CC(C3)C1)C2	-9	10	-23	0.0	4	23	-5	9	-4
O=C(Nc1ccncc1)C1CCN(S(=O)(=O)c2ccc(Cl)cc2)CC1	0	4	-11	2.9	9	1	-1	0	8
O=C(CCN1C(=O)COc2ccccc21)NCCN1CCN(c2ccccc2F)CC1	6	0	-4	0.3	8	-20	-8	-5	-18
C[C@@H](c1ccccc1)N1C[C@H](COCc2ccccc2)Oc2cc(N3CC[C@@H](O)C3)ccc2S1(=O)=O	.	1	-13	0.6	1	.	.	.	-5
O=C(NCCc1ccccc1)c1ccc(NC(=O)c2cccnc2)cc1	8	11	-4	3.2	12	.	-4	-19	-3

Reprinted at random: 2 compounds from above, in no set order.
SMILES	CHRM1 PAM	TAAR1 ag	TAAR1 antagonist	CHO-K1 Ca ag	CHO-K1 Ca PAM	CHO parental Ca	M1 ag	M1 antag	CHO-K1 Ca antag
O=C(CCN1C(=O)COc2ccccc21)NCCN1CCN(c2ccccc2F)CC1	6	0	-4	0.3	8	-20	-8	-5	-18
COC(=O)C1=C(C)NC(=O)NC1c1ccc([N+](=O)[O-])o1 (stereo not drawn)	2	3	10	0.3	11	-13	-4	-5	5

Part of the list above with just CHO-K1 Ca ag.
| molecule | CHO-K1 Ca ag |
| --- | --- |
| COCCn1nnnc1C(c1cccs1)N1CCN(c2ccccc2)CC1 (stereo not drawn) | 1.4 |
| O=C(NCCCN1CCN(CCCNC(=O)c2cc([N+](=O)[O-])ccc2Cl)CC1)c1cc([N+](=O)[O-])ccc1Cl | 0.3 |
